Screens from PubChem BioAssay.
dFosB act – activators of mouse delta FosB homodimer; P13346; purified delta FosB, TAMRA-CDK5 oligo fluorescence polarization; percent of positive-control signal above neutral wells; activation, % at 25 µM; 340,000 tested, 0.99% active; AID 493131;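 active means mean activation above about 17%, with every replicate also reaching it, limit read from the data, passing the limit was not always enough; inconclusive means only one of the two conditions met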;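 further: fluorescence polarization rise as delta FosB binds a TAMRA Cdk5 AP-1 oligo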
CAL PDZ FP-1 – inhibitors of human CAL PDZ peptide binding; purified CAL PDZ, TMR-peptide fluorescence polarization, 1 h; inhibition, % at 24.9 µM; 300,000 tested, 0.92% active; AID 602252;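 active means mean inhibition of at least 30% with at least half of replicates also reaching 30%; inconclusive means no clear call, values can overlap the other calls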;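 further: 0% = DMSO neutral control and 100% = excess unlabeled competitor peptide PRC23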
PvdQ acylase – P. aeruginosa PvdQ acylase inhibition | purified PvdQ acylase, fluorescence plate reader | inhibition, % at 10 µM | 340,000 tested, 0.063% active | AID 488965; in the data active means inhibition above about 30%, passing the limit was not always enough; inconclusive means no clear call, values can overlap the other calls;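 further: 0% = vehicle neutral wells and 100% = reference inhibitor wells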
MITF act – MITF TRPM1 promoter activation in melanoma cells | SK-MEL-5 TRPM1-promoter luciferase, 24 h; % of positive control, neutral wells = 0 | activation, % at 12.5 µM | 300,000 tested, 0.75% active;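 active means mean activation of at least 80% with every replicate also reaching 80%; inconclusive means mean reaches 80% but some replicate falls short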;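 further: 0% = neutral control wells and 100% = parthenolide positive control wells; values of inactives mirror those of a sister screen read the other way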
Rtt109 Vps75 – inhibitors of Candida albicans Rtt109/Vps75 histone acetyltransferase | Q5AAJ8 | purified Rtt109/Vps75, ThioGlo CoA-SH fluorescence, 4 h | inhibition, % at 34.9 µM | 330,000 tested, 0.16% active;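 active means inhibition of at least 50% in every replicate; inconclusive means best replicate reaches 50% inhibition but some replicates fall short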
SR-BI DiI-HDL act – SR-BI HDL lipid transfer activation; CHO ldlA[mSR-BI] cells, DiI-HDL uptake fluorescence, 3 h; 100 = double the neutral-control signal; activation, % at 12.5 µM; 320,000 tested, 0.096% active; AID 504775;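 active means mean replicate activation of at least 60% and every replicate at or above 60%; inconclusive means mean or all-replicate condition met, but not both; inactive means mean below 60% and not all replicates reaching 60%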;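 further: 0% = median plate neutral-control signal and 100% = twice that signal; values of inactives mirror those of a sister screen read the other way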
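System: LDL receptor-deficient CHO ldlA cells overexpressing murine SR-BI | Timing: 3 h uptake period with compound, 37 °C | Medium: HEPES-buffered (25 mM, pH 7.4) F12 plus 0.5% BSA | Dosing: Single-point compound dose | Signal: Bottom-read fluorescence, 550/595 nm | Read-out: Retained DiI signal reflecting DiI-HDL uptake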
NSD2 HMT inh – NSD2 (human) methyltransferase inhibition; O96028; NSD2 peptide methylation, AlphaScreen, 120 min; inhibition, % at 12.5 µM; 310,000 tested, 0.54% active; in the data active means inhibition above about 50%
PfHsp90 yeast 2 – growth inhibition of yeast expressing Plasmodium Hsp90; S. cerevisiae expressing PfHsp90, BacTiter-Glo ATP, 48 h; yeast lacking PDR1 and PDR3 efflux regulators; inhibition, % at 9.4 µM; 310,000 tested, 0.32% active;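 active means every replicate shows inhibition above about 80%, whatever the replicate mean, limit read from the data; inconclusive means mean inhibition reaches the set limit but some replicate falls short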;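 further: 0% = DMSO neutral controls and 100% = 20 µM radicicol positive controls; yeast relying on Plasmodium falciparum Hsp90 in place of its own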
CAL PDZ FP-2 – blocks peptide binding to human CAL PDZ domain. Q9HD26. purified CAL PDZ, TMR-peptide fluorescence polarization, 1 h. inhibition, % at 20 µM. 330,000 tested, 0.02% active. AID 504414;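 active means highest replicate inhibition of at least 40%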;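 further: plate controls were DMSO neutral control wells for no effect and unlabeled competitor peptide control wells for full effect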
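Read-out basis: mP drop reported as inhibition | Assay system: Tagged CAL PDZ protein CerCALP, purified | Benchmarks: Unlabelled peptide for full inhibition, DMSO wells as neutral | Schedule: 1 h incubation at room temperature before polarization reading | Buffer or medium: Sodium phosphate/NaCl buffer pH 7.4 with TCEP, IgG, Thesit | Doses: Single point, 20 µM | Measured by: Fluorescence polarization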
SR-BI HDL uptake – mouse SR-BI HDL lipid transfer inhibition; inhibition, % at 12.5 µM; Q61009; 320,000 tested, 0.96% active; AID 488896; ldlA[mSR-BI] CHO cells, DiI-HDL uptake fluorescence, 3 h;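 active means mean replicate inhibition of at least 70% and a set share of replicates each scoring 70 or more; inconclusive means meets just one of the two criteria; inactive means fails both criteria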;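 further: 0% = median of neutral control wells and 100% = median of positive control wells; values of inactives mirror those of a sister screen read the other way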
* hit, by the source's call; u = inconclusive; x = not tested or not shown; & = joins results of further samples.

SMILES	dFosB act	CAL PDZ FP-1	PvdQ acylase	MITF act	Rtt109 Vps75	SR-BI DiI-HDL act	NSD2 HMT inh	PfHsp90 yeast 2	CAL PDZ FP-2	SR-BI HDL uptake
Cc1ccc(NC(=O)CSC2=C(C#N)C(c3ccc4c(c3)OCO4)C3=C(CCCC3=O)N2)c(C)c1 (configuration not stated)	-5	3	-11	x	x	-2	0	x	-2.1	2
COCCCn1c(-c2ccc(Cl)cc2)n[nH]c1=S	-1	-6	16	-2	1	14	-1	19	-0.7	-14
Cc1cc(-n2c(C)cc(C(=O)COc3ccc4ccc(=O)oc4c3)c2C)no1	0	-3	-14	5	-20	-48	-1	-9	-1.9	48
O=C(CCN1CCOCC1)N1CCCC(Nc2cccc(F)c2)C1 (configuration not stated)	-5	-1	-3	4	-2	36	-1	15	-2.6	-36
CCOC(=O)C(NCc1ccc(F)cc1)(NC(=O)c1ccccc1)C(F)(F)F (configuration not stated)	0	1	-15	-5	-6	5	2	39	-0.9	-5
N#CC1(c2ccccc2)CCC(NCCc2ccccc2)CC1 (configuration not stated)	-1	3	-19	16	0	15	1	11	0.0	-15
COC(c1ccccc1)c1nnc(CCC(=O)N(C)CCOc2ccccc2)o1 (configuration not stated)	5	2	7	43	0	1	-2	10	-0.5	-1
Cc1nnc(NC(=O)CSc2nnc(Cc3ccccc3)n2Cc2ccccc2)s1	-14	2	-3	-17	5	-2	-3	-10	-0.4	2
CN(Cc1ccccn1)Cc1nc(COc2ccccc2)no1	-2	0	-10	-3	5	4	-1	x	0.6	-4
O=C(Oc1cccc2c(OC(=O)N3CCOCC3)cccc12)N1CCOCC1	-3	2	1	-8	8	28	1	11	-0.2	-28
O=C(N/N=C/c1ccc2c(c1)OCO2)c1sc2cc(Cl)ccc2c1Cl	-4	-2	8	10	-3	36	9	12	1.1	-36
COCCCNC(=O)/C=C/c1ccc(Cl)cc1Cl	-10	16	-4	24	-2	-34	-2	-7	-0.1	34
COc1cccc(C(=O)Nc2cc3c(cc2N2CCCC2)n(C)c(=O)n3C)c1	-8	-1	-5	6	-2	-3	11	11	-1.4	3
COc1ccccc1/C=N/OCC(=O)NCc1ccc2c(c1)OCO2	-3	-6	7	-12	9	19	1	-11	0.9	-19
O=C(NCc1ccccn1)c1n[nH]c(=O)c2ccccc12	-6	-2	-21	10	9	5	-5	-9	-0.3	-5
O=c1[nH]c(C2CCN(S(=O)(=O)c3ccc(C(F)(F)F)cc3)CC2)nc2c1nnn2Cc1ccc(F)cc1	-30	-3	u	4	-3	8	2	-37	-1.1	-8
O=C(c1cc2cc(F)ccc2[nH]1)N1CCc2ccccc2C1	-3	-3	-9	2	-6	-23	-1	-19	-2.1	23
Nc1nc2nc(-c3cccs3)cc(C(F)(F)F)n2n1	-1	-2	-39	7	0	6	-3	-17	-0.5	-6
Cc1ccn2c(=O)nc(SCC(=O)NCc3ccccc3Cl)nc2c1	-10	0	-1	3	-11	-14	0	x	-2.9	14
Cc1c([N+](=O)[O-])cc(C(=O)Nc2ccc(NC(=O)c3ccco3)cc2)cc1[N+](=O)[O-]	-9	-3	-14	18	-4	-60	-3	1	0.9	60
Nc1[nH]ncc1N=Nc1ccc(Cl)cc1	0	0	-7	64	3	-3	6	-1	-2.7	3
Cc1ccc(N2C=Nc3ccc(C)c4nc(C)cc2c34)cc1	9	-1	-7	-1	-98	-17	-11	15	-0.1	17
O=C(Nc1ccc(-c2csc(Nc3ccccc3)n2)cc1)c1ccccc1	-7	-3	-10	8	3	-86	x	x	-1.0	86*
Cn1c(=O)c2c(ncn2CC(O)CNc2ccc(Cl)cc2)n(C)c1=O (configuration not stated)	-3	1	-3	-7	1	-5	-2	29	-1.5	5
O=C1CN(C(=O)COC(=O)CCc2ccccc2)c2ccccc2N1	-3	-1	-2	-4	1	-8	-1	x	0.6	8
COc1ccc(N2C(=O)c3ccccc3C2=O)cc1	-8	2	8	-5	-8	-2	25	1	0.8	2
O=c1cc(CNCCCO)c2ccccc2[nH]1	5	2	-4	-6	-3	33	-1	x	-0.5	-33
CCOC(=O)[C@H]1[C@H]2COc3cc(OC)ccc3[C@@H]2N2C(=O)CN(CCc3c[nH]c4ccccc34)C(=O)[C@@]12C	0	-2	-11	-20	-4	-3	x	-4	0.6	3
c1ccc(Cc2nnc(Sc3ccccc3)c3ccccc23)cc1	-11	-3	-6	1	6	3	-5	x	x	-3
COc1cc(NC(=O)Nn2cnnc2)cc(OC)c1OC	-11	-3	4	-8	18	20	-2	12	-1.9	-20

Records above printed as active in SR-BI HDL uptake.
compound	dFosB act	CAL PDZ FP-1	PvdQ acylase	MITF act	Rtt109 Vps75	SR-BI DiI-HDL act	NSD2 HMT inh	CAL PDZ FP-2	SR-BI HDL uptake
O=C(Nc1ccc(-c2csc(Nc3ccccc3)n2)cc1)c1ccccc1	-7	-3	-10	8	3	-86	x	-1.0	86*

(cont.)
SMILES	dFosB act	CAL PDZ FP-1	PvdQ acylase	MITF act	Rtt109 Vps75	SR-BI DiI-HDL act	NSD2 HMT inh	PfHsp90 yeast 2	CAL PDZ FP-2	SR-BI HDL uptake
CC(C)NS(=O)(=O)c1ccc(NC(=O)c2cccnc2)cc1	-9	0	15	x	-5	12	x	3	0.0	-12
CC(=O)N1c2ccc(S(=O)(=O)N3CCC(C(=O)Nc4cccc(C)c4C)CC3)cc2CC1C (configuration not stated)	-7	2	-16	5	19	5	4	-20	-1.3	-5
C/C(=C\C(=O)c1ncc(C(F)(F)F)cc1Cl)N(C)C	-1	-4	-9	7	9	11	-6	x	-2.5	-11
CC1(C)C(CSc2nc3ccccc3[nH]2)C1(Cl)Cl (configuration not stated)	-12	-2	-13	15	-1	-7	4	-4	-5.9	7
Cc1cc(C(=O)NCCc2ccc(S(N)(=O)=O)cc2)c(C)o1	2	-6	10	7	24	-8	0	22	-1.8	8
O=C(O)[C@H](Cc1ccccc1)N1Cc2ccccc2C1=O	5	x	-2	x	2	53	x	7	0.1	-53
COc1cc(-c2cc(C(=O)Nc3ccc(S(=O)(=O)NCc4ccco4)cc3)c3ccccc3n2)cc(OC)c1OC	15	x	11	-9	-6	-20	0	-9	-1.2	20
O=C(Nc1cccc(F)c1)N1CCN(C/C=C/c2ccccc2)CC1	-6	39*	-6	-2	1	20	6	14	-1.1	-20
Cc1oc(-c2cc(F)ccc2F)nc1CN(C)Cc1ccc2nccnc2c1	-10	-1	-16	0	2	8	11	17	-2.8	-8
Cn1cccc1C1NC(=O)c2c(sc3c2CCC(C(C)(C)C)C3)N1 (configuration not stated)	-5	-1	0	x	-4	-1	6	-2	0.5	1
CCOc1cc2c(cc1OCC)C(c1ccc(OC)cc1)N(c1ccccc1)C(=O)C2 (configuration not stated)	-2	x	10	16	2	-3	-3	3	-0.4	3
Cn1c(N)c(N=Cc2ccccc2)c(=O)n(C)c1=O	10	-4	-11	-5	0	-1	1	4	0.4	1
NC(=O)c1sc2nc3c(c(-c4ccco4)c2c1N)CCCC3	-16	-2	-4	13	0	x	5	-14	0.6	x
CC(C)CC(=O)Nc1ccc(C(=O)COC(=O)Cc2n[nH]c(=O)c3ccccc23)cc1	-5	5	1	1	5	-2	-4	-5	-2.0	2
Cc1ccc(-n2nnc(-c3cccnc3Cl)n2)cc1	1	-3	-1	61	0	1	x	5	-0.3	-1
CCN(CC)c1ccc(NC(=O)CNCc2ccccc2Cl)c(C)c1	-4	-2	2	-5	4	15	20	2	1.3	-15
O=c1[nH]cnc2c1nc(SCc1ccccc1)n2C1OC(CO)C(O)C1O (configuration not stated)	8	-3	-19	x	5	0	0	x	x	0
CCn1c(-c2cc(-c3cccc(OC)c3)nc3ccccc23)n[nH]c1=S	-13	x	-6	8	9	2	8	x	-2.6	-2
S=C1NC2(CCCCCC2)N=C1c1ccccc1	-5	6	-5	11	-4	-7	-2	-6	-0.7	7
CCCOc1cc(C)c(S(=O)(=O)n2nnc3ccccc32)cc1C	-3	-6	1	1	21	22	3	-4	0.8	-22
Nc1cnnc(N/N=C\c2ccccc2)c1Cl	-2	-6	-3	38	0	12	23	-7	-0.6	-12
COc1ccc(CCNC(=O)Cc2ccc(C)cc2)cc1OC	-3	3	2	x	1	24	-3	8	0.9	-24
CC(C)Cc1nc2oc3c(NCC(C)O)ncnc3c2c2c1CCCC2 (configuration not stated)	-40	43*	-18	-12	-4	-64	10	-8	-2.0	64
COc1cc(Cl)ccc1OCc1cc(C(=O)N2CCCCCCC2)no1	-9	1	3	3	1	-23	-3	-4	-0.7	23
Cc1cccc(C(=O)Nc2cccc(-c3cnc4ccccc4n3)c2)c1	-22	-4	-3	9	0	-13	57*	-15	-0.2	13
COc1ccccc1CN1CCC(n2nccc2NC(=O)c2ccccc2Cl)CC1	-4	1	-16	-4	-5	-4	3	-39	-1.0	4
COc1ccc(Cc2nc3ccc(C(=O)N(C)CCc4cnn(C)c4)cc3o2)cc1OC	6	-3	-12	2	-3	x	1	-10	-1.5	-5
CSc1ncc(C(=O)Nc2ccccc2C)c(C)n1	-5	2	-8	-1	4	0	-1	-10	-0.1	0
COc1ccc(S(=O)(=O)N2C(=O)/C(=C3\SC(N)=NC3=O)c3ccccc32)cc1	24*	-3	-4	2	4	17	x	3	1.7	-17
O=C(Nc1ccc(Cl)c(S(=O)(=O)N2CCOCC2)c1)C1CCCC1	9	2	1	-5	-3	-4	-2	19	1.0	4
O=C(O)C1CC(=O)N(Cc2cccs2)C1 (configuration not stated)	9	1	3	1	0	17	-1	3	-0.6	-17
O=C(NC(Cc1ccccc1)C(=O)N1CCN(S(=O)(=O)c2ccccc2F)CC1)c1ccccc1 (configuration not stated)	-4	x	-2	-2	-10	-3	1	-2	0.0	3
COc1ccccc1NC(=O)C1CCCN(S(=O)(=O)c2ccccc2)C1 (configuration not stated)	0	x	9	-3	7	-19	-1	-4	0.5	19
COc1ccccc1N1CCN(CCC(=O)Nc2cccc(Cl)c2)CC1	-4	2	-3	8	-9	-5	2	7	0.4	5
CCNC(=O)CC1C(=O)N(c2ccc(C)cc2)C(=O)N1CCOC (configuration not stated)	-1	0	-6	-9	x	x	-1	-25	-2.2	x
C=CCN=c1scc(-c2ccccc2)n1/N=C/c1ccccn1	-5&-8	-2&-4	-9&0	48&23	1&5	-23&-9	9	-23&-12	0.1&-2.2	23&9
